LAP4-GFP MLPCN = alters LAP4-GFP fluorescence in TOR pathway yeast screen; GFP response vs DMSO, % at 10 µM; S. cerevisiae LAP4-GFP multiplex, flow cytometry GFP, 3 h; median GFP as percent of DMSO wells; actives 0.34% (n = 320,000);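 active means GFP response vs DMSO above a set limit, about the screen mean plus 3 SD, cut at about 150% in these data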
EBNA-1 inh = blocks EBNA-1 binding to DNA; inhibition, % at 14.8 µM; AID 1950; actives 0.34% (n = 300,000); EBNA-1 DNA binding, fluorescence polarization; in the data active means inhibition above about 28%
RPL19A-GFP yeast = alters RPL19A-GFP fluorescence in TOR pathway yeast screen; S. cerevisiae RPL19A-GFP strain, flow cytometry, 3 h; stronger effect = lower value; percent response vs DMSO, % at 10 µM; actives 0.3% (n = 330,000); AID 2025;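 active means percent response vs DMSO below 50%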;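 further: median channel GFP fluorescence of the barcoded RPL19A-GFP strain; ratio of sample median GFP to plate DMSO average so 100% = DMSO; lower means less RPL19A-GFP as with rapamycin TOR inhibition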
proCasp3 act = activators of human procaspase-3; P42574; recombinant procaspase-3 D3A, Ac-DEVD-pNA absorbance 405 nm; activation, % at 8.5 µM; actives 0.11% (n = 330,000);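 active means activation above the mean of all tested compounds plus 3 SD, cut at about 21% in these data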;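 further: 0% = DMSO alone and 100% = DMSO wells spiked with extra 5 µM PC-3 D3A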
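System: Procaspase-3 D3A mutant. Medium: Zinc-free 300 mM NaCl, 50 mM HEPES, 0.01% Triton X-100. Schedule: 1 h preincubation plus 2 h reaction at 25 °C. Measured by: 405 nm absorbance of p-nitroaniline, reads at 0 and 120 min. Read-out: percent activation relative to control range.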
ZTA DNA inh = ZTA (EBV) inhibition in EBNA-1 counter-screen; P03206; ZTA-DNA binding, fluorescence polarization; inhibition, % at 11 µM; actives 0.15% (n = 320,000); AID 2234; in the data active means inhibition above about 33%
AHR act = human AHR activation. actives 2.5% (n = 320,000). activation, % at 5 µM. AHR-responsive luciferase reporter cells, luminescence; in the data active means activation above about 47%;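 further: 0% = vehicle wells and 100% = reference agonist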
proCasp7 act = counter-screen for procaspase-3 activators: activators of human procaspase-7 | P55210 | recombinant procaspase-7, Ac-DEVD-pNA absorbance 405 nm; D23A/D198A/D206A triple mutant, cannot self-cleave; scale: DMSO 0, 5 µM enzyme 100 | activation, % at 8.5 µM | actives 0.093% (n = 330,000) | AID 463210;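 active means percent activation above the screen-wide mean plus 3 SD, cut at about 25% in these data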
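System: Procaspase-7 triple mutant (PC-7 D3A); measure: % activation from two-timepoint absorbance difference, scaled to controls; times: 1 h compound preincubation, 2 h substrate cleavage, 25 °C; also added: Ac-DEVD-pNA substrate, 400 µM as added; measured by: Epi-absorbance of released pNA at 405 nm, two timepoints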
MEP2 TOR yeast = modulators of TOR pathway MEP2-GFP in S. cerevisiae. AID 2016. S. cerevisiae MEP2-GFP strain, flow cytometry GFP, 3 h; 100% = DMSO control level. actives 0.51% (n = 330,000). GFP response vs DMSO, % at 10 µM;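 active means GFP response versus DMSO above a set limit, roughly screen mean plus 3 SD, cut at about 180% in these data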;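 further: median GFP fluorescence of the barcode-gated MEP2-GFP cells per well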
* hit, by the source's call; · = no result given; [ ] = another dose, or the depositor's remark. The order is random; any-hit rate near 3.8%.

Below each SMILES – LAP4-GFP MLPCN	EBNA-1 inh	RPL19A-GFP yeast	proCasp3 act	ZTA DNA inh	AHR act	proCasp7 act	MEP2 TOR yeast
- Cc1cccc(CSC(=N)N)c1
 : 92	0	104	7	5	0	4	101
- Cc1c(N(C)S(=O)(=O)c2cc(C(=O)N3CCCC3)ccc2Cl)c(=O)n(-c2ccccc2)n1C
 : 92	-6	99	-1	-8	-2	-2	101
- OC[C@H]1O[C@H](OC[C@H]2OC(O)[C@H](O)[C@@H](O)[C@@H]2O)[C@H](O)[C@@H](O)[C@@H]1O (stereo not given in full)
 : 95	2	103	-2	-8	-3	-4	102
- NC(=S)NNC(=O)c1cc(C(F)(F)F)cc(C(F)(F)F)c1
 : 102	-3	96	-23	6	-1	-19	90
- COCCn1c(SCC(=O)Nc2cc(C)cc(C)c2)nnc1C(C)C
 : 93	-7	93	2	-17	4	2	105
- COc1ccc(-n2cc(C(=O)c3ccc4ccccc4c3O)cn2)cc1
 : 119	1	105	-1	-6	12	-13	110
- O=C(CN1CCN(Cc2ccccc2F)C1=O)NCC1CCCO1 (stereo not given)
 : 107	4	98	4	15	0	2	92
- CC1(c2ccc(OC(F)F)cc2)NC(=O)N(CC(=O)Nc2ccc3c(c2)OCO3)C1=O (stereo not given)
 : 110	3	103	11	17	3	-3	106
- CCOc1ccccc1NC(=O)Nc1ccncc1
 : 88	-12	101	-9	1	139*	3	90
- Oc1c(I)cc(Cl)c2cccnc12
 : 286*	-2	85	10	10	16	-2	112
- Cc1cccc(-n2ncc3c(NCCCn4ccnc4)ncnc32)c1
 : 98	2	104	3	-3	83*	-2	105
- COc1ccc(OCC(=O)NNC(=O)c2cccc(O)c2)cc1
 : 110	1	99	12	-8	2	1	104
- COc1cc(OC)cc(-c2sc3ccc(OC)cc3c2C#CCO)c1
 : 110	·	96	-8	·	49*	6	100
- Cc1cccc(C)c1OCc1nnc(NC(=O)CSc2ccc(Cl)cc2)s1
 : 109	1	106	-1	14	0	3	104
- CCOC(=O)C1=C(CCc2ccccc2)NC(=O)NC1c1ccc(C#N)cc1 (stereo not given)
 : 102	3	96	8	-3	-2	-5	100
- O=C(N/N=C/c1ccco1)C1CC(=O)N(c2ccccc2)C1 (stereo not given)
 : 87	14	109	-1	10	1	-7	104
- CCOCCCNC(=O)C(c1ccc(OC)cc1)N(Cc1cccs1)C(=O)c1ccccc1O (stereo not given)
 : 94	10	97	4	1	1	1	107
- COc1cc(OC)c(NS(=O)(=O)c2cn(C)cn2)cc1Cl
 : 88	-7	96	4	-15	0	7	93
- CCN1CCN(CCNC(=O)c2ccc(/C=C3\Sc4ccccc4N(Cc4ccccc4F)C3=O)cc2)CC1
 : 123	-16	97	7	13	-1	-4	99
- CCn1c(SCC(=O)NCCc2ccc(OC)c(OC)c2)nc2c1c(=O)n(C)c(=O)n2C
 : 100	11	103	5	0	4	5	106
- O=C(NCc1ccccc1)C1=C[C@H](C2CC2)C[C@H](OCCCCO)O1
 : 87	8	92	10	12	0	-3	85
- Cc1cc(=O)c2cc(C(=O)c3ccccc3)ccc2[nH]1
 : 96	-5	107	9	-4	0	8	106
- Cc1ccc(Cl)cc1N1CCN(C(=O)CN(c2ccccc2)S(=O)(=O)N(C)C)CC1
 : 142	-9	99	16	-23	3	-1	88
- O=C(CN1CCOCC1)OCCCC1CCCCC1
 : 100	7	94	10	7	-1	-1	100
- COc1ccc(C(=O)NCc2nnc(SCC(=O)c3ccccc3)o2)cc1
 : 90	1	98	13	-21	1	1	104
- O=C(NC(Cc1ccccc1)C(=O)NC(Cc1ccccc1)C(=O)O)c1ccccc1 (stereo not given)
 : 112	-5	92	2	-8	0	-7	106
- COc1ccc(Cn2c(=S)[nH]c3ccccc32)cc1
 : 108	-8	98	-10	-7	0	-28	106
- O=C(NCCC(=O)N1CCC2(CC1)NCCc1[nH]cnc12)c1cccc(Br)c1
 : 106	2	101	5	5	2	0	107
- Cn1c(N)c(C(=O)COC(=O)c2cccc(S(=O)(=O)N3CCCCC3)c2)c(=O)n(C)c1=O
 : 105	0	100	5	7	1	15	104
- CC(C)(C)OC(=O)N[C@@H](Cc1ccccc1)c1nnc(SCC(=O)c2ccc(Cl)cc2)o1
 : 103	16	·	9	-1	-1	0	104

3 compounds drawn at random from the list so far, as already listed:
Below each SMILES – LAP4-GFP MLPCN	EBNA-1 inh	RPL19A-GFP yeast	proCasp3 act	ZTA DNA inh	AHR act	proCasp7 act	MEP2 TOR yeast
- OC[C@H]1O[C@H](OC[C@H]2OC(O)[C@H](O)[C@@H](O)[C@@H]2O)[C@H](O)[C@@H](O)[C@@H]1O (stereo not given in full)
 : 95	2	103	-2	-8	-3	-4	102
- Cc1cccc(C)c1OCc1nnc(NC(=O)CSc2ccc(Cl)cc2)s1
 : 109	1	106	-1	14	0	3	104
- CCOCCCNC(=O)C(c1ccc(OC)cc1)N(Cc1cccs1)C(=O)c1ccccc1O (stereo not given)
 : 94	10	97	4	1	1	1	107

Going on with the list.
Below each SMILES – LAP4-GFP MLPCN	EBNA-1 inh	RPL19A-GFP yeast	proCasp3 act	ZTA DNA inh	AHR act	proCasp7 act	MEP2 TOR yeast
- O=C(c1cnc(-c2ccc(Cl)cc2)s1)c1ccc(Cl)cc1Cl
 : 101	-6	104	-1	-13	0	11	113
- Cc1ccc(C(=O)N2c3ccccc3OCC2C)cc1 (stereo not given)
 : 94	2	105	-1	-3	10	8	101
- O=C(NC(=S)Nc1ccc(CN2CCCCC2)cc1)c1ccco1
 : 97	-7	97	2	4	1	0	100
- COc1cc2c(cc1OC)C(C)N(C(=O)C1=NN(c3cccc(C)c3)C(=O)CC1)CC2 (stereo not given)
 : 89	-8	80	-2	-3	6	3	145
- CCN(CC)C(=O)/C(=C\c1ccncc1)NC(=O)c1ccccc1
 : 103[may fluoresce violet]	1	102[may fluoresce violet]	-1	-4	12	4	119[may fluoresce violet]
- O=C(Nc1ccc(Oc2ncnc3cc(Cl)ccc23)nc1)Nc1cccc(C(F)(F)F)c1
 : 93	-2	87	3	2	-1	5	89
- CCO[C@H]1OC(C(=O)NCc2nc3ccccc3[nH]2)=C[C@@H](c2ccccc2)[C@@H]1CCCO
 : 122	7	93	2	2	5	-2	94
- Cc1c(NC(=O)C2C3C=CC(C3)C2C(=O)O)c(=O)n(-c2ccccc2)n1C (stereo not given)
 : 101	2	101	4	9	-2	2	101
- NN(Cc1ccccc1)C(=S)Nc1ccc(Cl)c(Cl)c1
 : 107	-8	98	-1	-14	3	-15	102
- CN(C)CCN(Cc1cc2cc3c(cc2nc1Cl)OCO3)C(=O)c1ccco1
 : 94	0	101	5	15	5	-7	106
- O=C(CN1CCN(C(=O)N2CCCCC2)CC1)Nc1ccc(F)cc1
 : 104	-6	106	1	14	0	-7	105
- O=C(O)c1ccc2c(c1)C(=O)N(Cc1ccco1)C2=O
 : 78	2	88	-7	-3	0	-6	87
- O=C(NNc1ccccc1)C(=O)N1CCCCC1
 : 103	-4	100	0	8	-3	3	98
- COc1cc(/C=N/NC(=O)CCC(=O)NCc2ccccc2)cc(OC)c1OC
 : 97	-4	96	5	-13	4	-20	103
- CCCN1C(=O)/C(=C2\SC(N3CCCCC3)=NC2=O)c2ccccc21
 : ·	-20	91	-2	-2	19	-4	88
- CCN1C(=O)C2(C(C(=O)c3ccc(C)o3)=C(O)C(=O)N2CCCN(C)C)c2ccccc21 (stereo not given)
 : 114	7	98	2	0	0	0	95
- COc1ccc(-c2cc(C(F)(F)F)nc(SCC(=O)NCc3cnn(C)c3C)n2)cc1OC
 : 92	-17	100	-7	-3	2	4	102
- Cc1ccc([N+](=O)[O-])cc1NC1OC(CO)C(O)C1O (stereo not given)
 : 110	-7	101	7	-3	16	1	106
- O=c1c(Cc2ccccc2)c(O)nc2n1CCCS2
 : 104	-9	102	12	-9	0	4	109
- Cc1csc2ncc(C(=O)Nc3ccc4c(c3)OCCO4)c(=O)n12
 : 103	2	99	7	14	11	-1	93
- COCCCNC(=O)c1ccc2c(c1)OCO2
 : 94	-6	90	7	9	-1	1	102
- COc1ccc(C2=COc3ccccc3C(=O)N2)cc1
 : 106	0	100	6	-12	12	4	103
- COc1cc(O)c(/C=N/NC(=O)c2ccncc2)c(OC)c1[N+](=O)[O-]
 : 85	-2	91	-4	2	2	-7	90
- Cc1ccc(NC(=O)CCC(=O)c2ccc(F)cc2)cc1Cl
 : 111	-10	98	-9	0	2	2	101
- COc1cccc(/C(O)=C/c2nc3ccc(C(=O)NCCc4cccc(C)c4)cc3[nH]c2=O)c1
 : 89	5	96	8	6	1	1	97
- O=C(NCCN1CCCC1=O)C1CCC(=O)N(CCc2cccc(F)c2)C1 (stereo not given)
 : 93	-5	104	2	3	-4	3	105
- O=C(COc1ccc2ccccc2c1Br)N1CCOCC1
 : 99	-2	96	0	-4	7	4	103
- COc1cccc2cc(CC(=O)c3ccccc3)c(=O)oc12
 : 103	1	106	-7	-8	1	3	116
- CCC(c1nnc(SCC(=O)NC23CC4CC(CC(C4)C2)C3)o1)N(C)C (stereo not given)
 : 97	7	97	-2	2	0	1	110
- Cc1cc(OCC(=O)NCCN2CCOCC2)cc(C)c1Br
 : 95	-1	97	6	-3	3	2	100
- CCC1CCCCN1CC(=O)c1c(C)[nH]c2ccc(OC)cc12 (stereo not given)
 : 103	5	95	4	-3	5	7	94
- CCS(=O)(=O)C1=NN2C(=N)/C(=C\c3ccc(OC(=O)c4ccco4)c(OC)c3)C(=O)N=C2S1
 : 90	7	110	5	-5	2	10	104
- COCCNC(=O)Cn1nc(-c2ccc(Cl)cc2)c2ccccc2c1=O
 : 92	-4	97	1	-2	11	9	99
- CSc1nc(=O)n(-c2ccccc2)c(C)c1C(C)=O
 : 104	4	98	-9	-3	-1	8	104
- Cc1cc(-c2ccccc2)c(C#N)c(N)n1
 : 87	-11	103	0	-10	12	5	100
- O=C(NCC(=O)N(c1ccccc1)C(C(=O)NC1CCCC1)c1ccncc1)c1cccs1 (stereo not given)
 : 102	6	95	7	-17	0	0	99
- C[C@H](CO)N1C[C@H](C)[C@@H](CN(C)Cc2ccccc2)Oc2c(NS(=O)(=O)c3ccc(F)cc3)cccc2C1=O
 : 102	·	96	5	·	1	3	99
- Cc1cc2c(=O)[nH]c(Cc3ccccc3)nc2s1
 : 101	8	96	7	2	4	6	100
- N#Cc1cc(-c2ccc(Cl)cc2)cnc1Sc1ccccc1
 : 102	15	96	11	0	14	-2	105
- CCOc1ccccc1NC(=O)c1ccc2c(c1)C(=O)N(CC1CCCO1)C2=O (stereo not given)
 : 107	6	100	7	5	73*	3	103
- Cc1ccccc1OCC(O)Cn1c(Br)nc2c1c(=O)[nH]c(=O)n2C (stereo not given)
 : 120	9	97	-14	14	2	13	92
- O=S(=O)(NCCCCNS(=O)(=O)c1c(F)cccc1F)c1ccc2c(c1)OCCO2
 : 96	·	96	2	-11	0	7	99
- COc1ccc(-c2csc3ncnc(Cl)c23)cc1
 : 116	6	93	1	-15	0	-2	97
- CC(=O)N1CCN(CCS(=O)(=O)c2cc(Cl)ccc2Cl)CC1
 : 101	·	98	9	·	-2	10	102
- Cc1c(-c2ccccc2)nc2ccccc2c1C(=O)NCc1cccs1
 : 98	11	103	-1	13	18	1	101
- Cc1ccc(S(=O)(=O)NC(=O)N2CCCN(Cc3ccc(F)cc3)CC2)cc1
 : 102	2	97	5	9	0	5	105
- COC(CNC(=O)c1ccc2nc3ccccc3c(=O)n2c1)OC
 : 96	-16	102	-5	-10	6	-10	107
- O=C(Nc1ccccc1)/C(=C/c1ccc2c(c1)OCO2)NC(=O)c1ccco1
 : 98	11	101	2	-2	2	-2	95
- c1ccc2c(-c3ccncc3)c[nH]c2c1
 : 88	-9	·	-4	5	-3	-7	96

Source: PubChem BioAssay
